Screening data from PubChem.
GLP1R cytotox = cytotoxic in the GLP-1 receptor inverse agonist counter-screen. HEK293 cAMP-luciferase reporter cells, luminescence, 24 h. Potency, µM (series often up to 38.3 µM), for the others: at the highest dose activity change, negative = inhibition, most hits filed as inhibitors. actives 0.13% (n = 410,000);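 also: loss of luciferase light is scored as toxicity; potency is read from the fitted curve at half-maximal effect; % is scaled to controls: 0 for no effect and ±100 for the full control effect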
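To flag toxic compounds, the library was rerun on cells for 24 hr at 37 deg C and 5% CO2. Viability-linked luminescence was captured 12 min after adding luciferase detection reagent.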
GLP1R ag = GLP-1 receptor (human) agonism; HEK293 GLP-1R CRE-luciferase, luminescence, 4-6 h; cells express a hypersensitive GLP-1R form; Potency, µM (titrated, usually from 45.6 µM), for inactives: at the highest dose activation, hits mostly activators; actives 0.007% (n = 380,000); AID 624172; also: potency is read from the fitted curve at half-maximal effect; % of control where 0% means no effect
PTHR1 agonist = PTHR1 (human) receptor agonism; Q03431; HEK293 GP2 PTHR1 cells, GloSensor cAMP luminescence, 1 h; Potency, µM (doses to about 115 µM), without a hit: at the highest dose activation, most hits filed as activators; actives 0.075% (n = 410,000); AID 743266; also: potency is read from the fitted curve at half-maximal effect; nearly all actives have a fitted effect of over 55% in size; some results filed as inactive show a strong effect at the top dose; inactives centre near -15; many of its hits are not listed in these tables
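HEK-293-derived GP2 cells expressing PTHR1 and a GloSensor cAMP reporter, 3,000/well, plated overnight, given luciferin plus IBMX (each 0.5 mM as added) for 1 h at 37 °C, then compound for 1 h at 37 °C. Luminescence was read after 15 min at room temperature.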
GLP1R inv ag = GLP-1 receptor (human) inverse agonism. Potency, µM (highest dose often 38.3 µM), without a hit: top-dose activity change, negative = inhibition, most hits filed as inhibitors. P43220. HEK293 GLP-1R CRE-luciferase, luminescence, 24 h; GLP-1R form is constitutively active. actives 1.6% (n = 410,000); also: potency is read from the fitted curve at half-maximal effect; % is scaled to controls: 0 for no effect and ±100 for the full control effect; nearly all actives have a fitted effect of over 55% in size
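Seeding at 200 cells/uL, 12 h culture, 24 hr compound treatment, then luciferase reagent and a luminescence read; cells are HEK293 stably expressing a constitutively active GLP-1R plus cAMP-responsive luciferase.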
EPAC1 antagonist = EPAC1 (human) antagonism; O95398; EPAC1 GEF assay, Rap1b-BODIPY-GDP exchange fluorescence; Potency, µM (series often up to 115 µM), inactives show at the highest dose activity change, negative = inhibition, usual class: inhibitors; actives 0.14% (n = 360,000);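 also: potency is read from the fitted curve at half-maximal effect; plate controls were vehicle for no effect and positive control for full effect; nearly all actives have a fitted effect of over 50% in size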
Target sequence (O95398 whole entry, looked up): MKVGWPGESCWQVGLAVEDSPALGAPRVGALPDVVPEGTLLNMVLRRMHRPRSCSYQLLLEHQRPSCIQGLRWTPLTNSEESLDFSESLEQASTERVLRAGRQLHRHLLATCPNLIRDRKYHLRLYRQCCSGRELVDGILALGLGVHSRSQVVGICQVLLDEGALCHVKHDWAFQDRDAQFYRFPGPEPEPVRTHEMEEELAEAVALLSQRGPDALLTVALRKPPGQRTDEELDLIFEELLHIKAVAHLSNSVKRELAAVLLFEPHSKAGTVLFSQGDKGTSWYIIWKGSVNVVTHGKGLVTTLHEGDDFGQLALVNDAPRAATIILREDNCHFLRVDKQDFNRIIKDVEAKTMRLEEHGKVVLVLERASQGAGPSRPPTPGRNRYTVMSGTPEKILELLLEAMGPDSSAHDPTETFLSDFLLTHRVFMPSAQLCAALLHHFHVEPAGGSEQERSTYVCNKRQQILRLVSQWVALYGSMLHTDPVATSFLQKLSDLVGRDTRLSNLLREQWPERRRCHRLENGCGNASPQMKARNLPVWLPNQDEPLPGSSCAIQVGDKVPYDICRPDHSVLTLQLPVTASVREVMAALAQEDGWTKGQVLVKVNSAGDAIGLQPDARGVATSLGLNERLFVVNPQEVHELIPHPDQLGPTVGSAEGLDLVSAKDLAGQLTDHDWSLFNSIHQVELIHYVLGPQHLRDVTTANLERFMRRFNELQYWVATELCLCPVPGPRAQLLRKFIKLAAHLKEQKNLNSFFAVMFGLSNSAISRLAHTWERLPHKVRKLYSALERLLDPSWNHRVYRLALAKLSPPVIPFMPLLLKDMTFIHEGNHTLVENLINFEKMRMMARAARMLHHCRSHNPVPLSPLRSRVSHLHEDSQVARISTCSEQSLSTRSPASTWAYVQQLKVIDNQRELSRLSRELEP
PLK1 PBD block = inhibitors of human PLK1 polo-box domain binding. Potency, µM, for the others: max response, negative = inhibition, actives largely listed as inhibitors. Plk1 PBD binding of FITC phosphopeptide, fluorescence polarization. P53350. actives 2.8% (n = 360,000). AID 720504; also: potency is read from the fitted curve at half-maximal effect; series mostly up to about 57 µM; % is scaled to controls: 0 for no effect and ±100 for the full control effect; nearly all actives have a fitted effect of over 65% in size
EPAC1 ag = agonists of human EPAC1 | Potency, µM (top dose mostly 154 µM), for the others: top-dose activation, most hits filed as activators | EPAC1 agonist qHTS, biochemical assay; response scale: 100% = response to 6.5 mM cAMP | O95398 | actives 0.073% (n = 360,000); also: potency is read from the fitted curve at half-maximal effect; nearly all actives have a fitted effect of over 60% in size
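Nucleotide exchange assay: 100 nM EPAC1 with 250 nM Rap1B loaded with BODIPY-GDP and 50 uM GDP, room temperature. Fluorescence (480/540 nm) read every 5 min for 30 min; signal change normalized to 6.5 mM cAMP as full agonist.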
PI5P4K alpha inh = blocks human PI5P4K alpha kinase activity. actives 1.2% (n = 330,000). P48426. PI5P4Kalpha enzyme, ADP-Glo luminescence, 60 min; stronger effect = lower value. max response, %; active = max response of -50% or lower; inconclusive = between -30% and -50%; inactive = -30% or higher; also: value at the top dose of about 77 µM; % is scaled to controls: 0 for no effect and ±100 for the full control effect
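Luminescence from ADP-Glo served as readout of PI5P4Kalpha activity in a qHTS format. Reaction: enzyme, substrate, compound, ATP at 5 microM final, 60 min at RT.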
IL-2 act = activators of IL-2 | activation, % (series mostly up to about 46 µM) | actives 0.065% (n = 360,000) | IL-2 activation reporter assay, cell-based qHTS; stimulated with anti-CD3/CD4/CD28 beads; in transgenic mouse T cells; in the data active = activation above about 50%; inconclusive = mostly about 30% to 49%; also: 0% is about no effect
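EGFP and DsRed fluorescence is measured by plate cytometry in unstimulated transgenic mouse T cells exposed to compound for 60 minutes, then stimulated 18 hours at 37 degrees C with anti-CD3/anti-CD4 beads plus anti-CD28.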
* marks the source's active call; other numbers are inactive results; i = inactive; u = inconclusive; x = no result given; [ ] = remark or other dose. Unless noted, calls follow the shape of the dose curve; as a rule, active = well fitted curve in the direction sought with a large enough effect; inconclusive = small, poorly fitted or top-dose-only effect, or another doubt; inactive = no such curve, though single readings can be large; an effect the other way counts as inactive or inconclusive.

No.	structure	PI5P4K alpha inh	EPAC1 ag	GLP1R inv ag	EPAC1 antagonist	PTHR1 agonist	PLK1 PBD block	GLP1R cytotox	IL-2 act	GLP1R ag
1	O=C(COC(=O)c1cc[n+]([O-])cc1)Nc1ccccc1Cl	1	11%	11%	19%	i	-1%	6%	0.0	3%
2	Cc1ccccc1OCC(=O)Nc1cnn(CCCC(=O)O)c1	3	-4%	5%	9%	i	-4%	-1%	0.8	3%
3	Cc1cc(C(=O)Nc2c(C)n(C)n(-c3ccccc3)c2=O)cs1	x	-1%	-6%	9%	-5%[57.5 µM]	-2%	4%	0.3	-1%
4	COc1ccc(/C=C/c2ccncc2)c2ccccc12	x	8%	0%	2%	i	-1%	2%	-2.5	13%
5	CCOC(=O)CSc1n[nH]c(-c2cccnc2)n1	0	-1%	18%	-15%	i	1%	-5%	0.5	-3%
6	COc1cccc(/C=N/NC(=O)CNC(=O)c2cccs2)c1O	7	1%	u	-13%	-4%	-1%	u	2.1	11%
7	O=C(OCC(=O)N1CCCC1)c1cc([N+](=O)[O-])ccc1Cl	0	0%	17%	-6%	i	1%	-9%	0.2	-2%
8	CCS(=O)(=O)c1ccc2c(c1)NC(=O)C(CCO)O2 (stereo not given)	0	-2%	2%[7.66 µM]	1%	i	3%	0%[7.66 µM]	-0.4	1%
9	Cn1c(=O)c2c(-c3ccccc3)n(C3CCCCC3)cc2n(C)c1=O	x	1%	-4%	9%	-28%	-19%	17%	0.5	-2%
10	O=C(c1cn[nH]c1)c1cc(F)ccc1O	-21	1%	u	-14%	-3%[57.5 µM]	-11%	-3%	-0.5	-12%
11	O=C(NCCc1ccccc1)[C@@H]1CC=C[C@@H]2CCN(Cc3ccccc3)C(=O)[C@@H]21	1	3%	u	5%	i	-4%	4%	-0.2	5%
12	Cc1ccc(S(=O)(=O)N2CCC(C(=O)N3CCN(c4ccccn4)CC3)CC2)cc1C	9	16%	u	-2%	-11%	-3%	-4%	-4.4	10%
13	O=C1C[C@@H]2c3c(cccc3CN1Cc1ccccc1Cl)C[C@@H](O)[C@H]2O	0	1%	27%	7%	i	3%	-31%	-0.2	-4%
14	CCCn1c(SCC(=O)NNC(=O)c2ccc(C)cc2)nnc1C(C)C	-6	-9%	3%	2%	-14%	-5%	3%	-1.6	2%
15	CCOC(=O)N1CCN(C(=O)c2ccc3nc(-c4ccccc4)c(-c4ccccc4)nc3c2)CC1	0	-3%	u	9%	-14%	-28%	-9%	-2.3	-1%
16	O=S(=O)(N/N=C1/CC(c2ccccc2)Oc2ccccc21)c1ccccc1 (stereo not given)	-2	8%	u	-22%	-3%	-5%	-15%	0.8	3%
17	COc1ccc(-n2c(C)cc(C(=O)CSc3nnc(-c4ccoc4C)n3C)c2C)cc1	-11	-4%	u	-8%	-92%[inhibitor]	-11%	23%	0.1	2%
18	COc1cccc(C(C(=O)NC2CCCC2)N(C(=O)c2ccco2)c2ccccc2)c1OC (stereo not given)	5	-4%	u	u	u	-13%	10%	0.1	10%
19	CCOc1ccc(CC(=O)NC2CCN(Cc3ccccc3)CC2)cc1	-11	5%	-14%	-5%	-14%	-2%	0%	1.3	6%
20	CCN(Cc1nc2cc(Cl)ccc2c(=O)[nH]1)C(=O)COc1ccccc1Cc1ccccc1	12	-5%	u	4%	-27%	5%	u	0.5	3%
21	CCOC(=O)c1c(NC(=O)CN2CCOCC2)sc2c1CC(C)(C)OC2	-2	3%	41%[activator]	-6%	-18%	-8%	-10%	-3.7	10%
22	O=C(Nc1ccc([N+](=O)[O-])cc1)OC1CCS(=O)(=O)C1 (stereo not given)	-2	-8%	15%	-6%	i	-3%	1%	-0.3	-5%
23	Cc1c(OCC(=O)NCCN2CCOCC2)ccc2c3c(c(=O)oc12)CCC3	1	0%	114%[activator]	-1%	i	-14%	2%	1.1	2%
24	CC(C)n1c(SCC(=O)Nc2ccccc2N2CCCCC2)nc2c1c(=O)n(C)c(=O)n2C	x	9%	9%	1%	i	-6%	-10%	4.1	2%
25	COc1ccccc1CCNC(=O)CCn1c(=O)oc2ccccc21	-2	-3%	2%	-19%	i	-7%	-16%	-1.3	10%
26	CCOc1ccc2nc(COC(=O)c3cccs3)c(C(=O)c3ccccc3)[n+]([O-])c2c1	-5	9%	10%	5%	i	-1%	16%	2.3	0%
27	O=C(Nc1ccc(Cl)c([N+](=O)[O-])c1)c1ccco1	0	11%	14%	-1%	i	-6%	-21%	-0.1	3%
28	CC1CCCCN1Cc1nc2ccccc2c(=O)[nH]1 (stereo not given)	5	4%	-11%	-6%	u	3%	3%	1.0	1%
29	CC1CN(C(=O)CNC(=O)Cc2cccc3ccccc23)CC(C)O1 (stereo not given)	3	6%	-12%	-10%	-6%	-4%	-6%	1.2	-7%
30	COc1ccc(CCNC(=O)CCCCn2c(=O)c3ccccc3n(Cc3ccc(F)cc3Cl)c2=O)cc1OC	x	x	-5%	x	-1%	x	1%	x	-1%

Compound profiles, as listed above. Screens in order: PI5P4K alpha inh	EPAC1 ag	GLP1R inv ag	EPAC1 antagonist	PTHR1 agonist	PLK1 PBD block	GLP1R cytotox	IL-2 act	GLP1R ag
Entry for `O=S(=O)(N/N=C1/CC(c2ccccc2)Oc2ccccc21)c1ccccc1` (stereo not given) : -2	8%	u	-22%	-3%	-5%	-15%	0.8	3%
Entry for `Cc1c(OCC(=O)NCCN2CCOCC2)ccc2c3c(c(=O)oc12)CCC3` : 1	0%	114%[activator]	-1%	i	-14%	2%	1.1	2%

(list continues)
No.	structure	PI5P4K alpha inh	EPAC1 ag	GLP1R inv ag	EPAC1 antagonist	PTHR1 agonist	PLK1 PBD block	GLP1R cytotox	IL-2 act	GLP1R ag
31	Cc1cc(C(=O)OCCN2C(=O)c3ccccc3C2=O)c2ccccc2n1	x	13%	18%	-10%	-26%[57.5 µM]	-8%	-20%	-0.5	9%
32	Cc1ccc(SC(=O)c2c([N+](=O)[O-])c(C)nn2C)cc1	16	-5%	u	-8%	-18%	u	5%	-1.9	-1%
33	Cc1nnc(SCC(=O)NC(C)(C)C)n1C1CCCCC1	-1	0%	5%	-15%	i	-10%	0%	-2.9	-1%
34	Cc1cccc(-n2c(-c3ccc(Br)o3)n[nH]c2=S)c1	-5	-3%	11%	18%	i	-14%	1%	0.3	-2%
35	Cc1ccccc1OCC(=O)OCn1nnc2ccccc2c1=O	8	6%	3%	7%	i	-8%	0%	1.1	6%
36	CC(=O)Nc1ccc2nc(NC(=O)c3ccco3)sc2c1	-5	-6%	-9%	-22%	-8%	-11%	-5%	1.4	-5%
37	C#CCNC(=O)c1cc2c(Br)ccc(Br)c2nc1N	6	14%	21%	-12%	20%	-16%	0%	-0.4	6%
38	Fc1ccccc1Cn1nnc2c(NCc3ccccn3)ncnc21	5	0%	u	-3%	i	0%	-1%	0.1	-6%
39	CCCC(C)NC(=O)c1cc(C(=O)OC)cc([N+](=O)[O-])c1 (stereo not given)	1	-7%	24%	-3%	i	-5%	5%	-0.3	-10%
40	CC(C)(C)NCC(O)COCc1ccc(Cl)cc1 (stereo not given)	-12	-9%	u	-12%	-1%	24µM*	-14%	-1.5	-12%
41	CCC1(CC)NC(=O)N(CC(=O)OCC(=O)Nc2ccc(C(F)(F)F)cc2)C1=O	2	-1%	-17%	10%	i	4%	-12%	0.6	0%
42	O=C(CSc1ccc2c(c1)OCCO2)Nc1cccnc1	0	-1%	5%	-7%	-11%	-30%	-3%	-1.3	8%
43	CCOC(=O)c1cc(-c2ccc(Cl)cc2)nc2c1c(=O)[nH]c(=O)n2CCOC	6	1%	43%[activator]	-15%	i	11%	-4%	-2.4	5%
44	Oc1ccc(-c2csc(Nc3ccccn3)n2)c(O)c1	-16	9%	u	-2%	-33%[inhibitor]	-9%	-16%	-0.1	20%
45	CC(=O)OCC1OC(Nc2cccc(C)c2)C(OC(C)=O)C(OC(C)=O)C1OC(C)=O (stereo not given)	0	-5%	6%	6%	i	-6%	15%	1.0	-8%
46	O=C(COC(=O)c1ccc(Br)o1)NCC1CCCO1 (stereo not given)	x	-9%	3%	9%	-21%	-3%	-12%	-1.2	2%
47	O=C(Cn1ncc2c3ccccc3n(Cc3ccccc3)c2c1=O)NCCCN1CCCC1=O	0	9%	2%	-29%	-36%[inhibitor]	-13%	-14%	-2.4	9%
48	CC(C)(C)OC(=O)NNC(=S)NCc1ccc(Cl)cc1	-5	3%	-2%	4%	-9%[57.5 µM]	-15%	-4%	0.0	0%
49	COc1cc(C(=O)NCCN2C(=O)S/C(=C\c3cccs3)C2=O)cc(OC)c1OC	1	-16%	-14%	5%	-32%[inhibitor]	-4%	8%	-5.1	9%
50	Cc1cccc(C)c1NC(=O)CN(C)C(=O)c1ccc2c(=O)n3c(nc2c1)CCC3	-7	-2%	4%	-11%	-1%	-13%	6%	0.2	-4%
51	O=S(=O)(c1ccccc1)c1nc(Nc2ccccc2N2CCOCC2)sc1Cl	x	16%	0%	-12%	-38%[inhibitor]	u	11%	-2.0	3%
52	Nc1ccn([C@@H]2O[C@H](C(=O)NCCc3ccc(F)cc3)[C@@H](O)[C@H]2O)c(=O)n1	1	-11%	16%	14%	-21%	-5%	-1%	0.2	-1%
53	CCCCn1cc2c(c1-c1cccc(C)c1)c(=O)n(C)c(=O)n2C	10	8%	4%	-7%	i	-11%	14%	-0.4	22%
54	CN1CCN(c2ccc(CNS(=O)(=O)c3ccc(F)cc3Cl)cc2)CC1	-7	0%	u	11%	-16%	2%	20%	-1.1	-2%

Not all compounds are listed (hit frequency here may not be typical).
